# Source: PubChem BioAssay
# PG9 Ab binder: binders of HIV-1 gp120 antibody PG9, primary screen, biochemical, TR-FRET. HIV-1 gp120 / PG9 antibody interaction. TR-FRET gp120-PG9 antibody binding. inhibition, % at 6.7 µM. actives 0.43% (n = 360,000); in the data active means inhibition above about 8.5%
# HTRA1 inh: HTRA1 serine protease inhibitors, primary screen, biochemical, fluorescence polarization, HTS; Q92743; recombinant HTRA1, FP-rhodamine activity-based probe; inhibition, % at 5.96 µM; actives 0.5% (n = 340,000); AID 504803, 2011; in the data active means inhibition above about 36%;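 further: 0% = enzyme with DMSO and 100% = wells lacking enzyme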
# SMARCA2 activ: SMARCA2 (BRM) function activators, primary screen, cell-based, luminescence, high throughput; AID 652017, 2013; activation, % at 9.1 µM; MG213 cells, MMTV-luciferase reporter, dexamethasone, overnight; actives 1% (n = 370,000); in the data active means activation above about 7.8%;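 further: 0% = vehicle wells and 100% = reference activator wells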
# rCAG binder: binders of r(CAG) RNA repeats, primary screen, biochemical, fluorescence. r(CAG) RNA repeat, TO-PRO-1 dye displacement fluorescence. inhibition, % at 3 µM. actives 1.3% (n = 370,000). AID 651821, 2012;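 active means inhibition above the plate cutoff, the mean of all test compounds on that plate plus 3 SD, cut at about 35% in these data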;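 further: 0% = DMSO alone and 100% = 100 µM mitoxantrone as full dye displacement; higher means more dye released from RNA so lower well fluorescence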
# NR1D1 modulator: modulators of Rev-erb alpha DNA binding, primary screen, biochemical, FITC-DNA, fluorescence polarization, uHTS; Rev-erbα–FITC-DNA binding, 90 min; activity, % at 10 µM; actives 0.79% (n = 370,000); AID 1259318, 2017;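 active means activity above about 14%, limit read from the data; passing the limit was not always enough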;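 further: 0% = DMSO wells with 35 nM protein and 100% = DMSO wells with 750 nM protein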
# ASAP1 GAP inh: inhibitors of human ASAP1 ArfGAP activity, primary screen, biochemical, fluorescence polarization; actives 0.19% (n = 360,000); AID 624377, 2012; inhibition, % at 16.5 µM; Arf-GAP with SH3 domain, ANK repeat and PH domain-containing protein 1 (Homo sapiens), …; ASAP1-stimulated ARF1 GTP hydrolysis, GDP FP detection; in the data active means inhibition above about 25%;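 further: 0% = vehicle with enzyme and substrate and 100% = no enzyme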
# ARFGAP1 inhibitor: inhibitors of rat ARFGAP1 GAP activity, primary screen, biochemical, fluorescence polarization, GDP tracer; ADP-ribosylation factor GTPase-activating protein 1 (Rattus norvegicus), Q62848; Arfgap1-stimulated ARF1 GTP hydrolysis, GDP FP detection; inhibition, % at 16.5 µM; actives 0.26% (n = 360,000);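 active means inhibition above a per-plate limit, mean inhibition of low control wells plus 3 SD, cut at about 25% in these data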;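 further: 0% = DMSO wells with enzyme and 100% = wells lacking Arfgap1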
#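 Material: truncated rat Arfgap1 GAP domain; Incubation: compound-enzyme preincubation 20 min, reaction 120 min, detection 60 min, 25 °C; Read-out: percent inhibition of Arfgap1-stimulated GTP hydrolysis; Technique: FP, GDP Alexa 633 tracer displaced from anti-GDP antibody, 620/688 nm; Controls: No-Arfgap1 wells (100%) versus DMSO full-reaction wells (0%); Replication: single well per compound.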
# ABHD4 inh: ABHD4 inhibitors, primary screen, biochemical, fluorescence polarization, mouse | (Lyso)-N-acylphosphatidylethanolamine lipase (Mus musculus), Q8VD66 | purified mABHD4, FP-Rh probe fluorescence polarization | inhibition, % at 8.92 µM | actives 0.54% (n = 370,000) | AID 720543, 2013;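 active means inhibition exceeding the mean over every tested compound plus 3 SD, cut at about 30% in these data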;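 further: 0% = plate median of compound wells and 100% = S159A mutant with DMSO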
#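 Doses – 8.92 µM, single dose · Material – wild-type mouse ABHD4 protein · Replication – single well per compound (singlicate) · Measure – percent inhibition of probe binding, normalized to plate controls · Schedule – 45 min compound pre-incubation plus 60 min probe step, 25 °C · Detection – fluorescence polarization with parallel and perpendicular emission, 525/598 nm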
# NPR1 activator: GC-A stimulated cGMP production enhancers – HEK293 GC-A cells, cGMP TR-FRET, EC30 ANP, primary screen; 0% at EC30 ANP, 100% saturating ANP; AID 1671463, 2021; actives 0.14% (n = 370,000); activation, % at 10 µM; Atrial natriuretic peptide receptor 1 (Homo sapiens), P16066; in the data active means activation above about 40%
# GC-B act: human GC-B receptor activators, primary screen, HEK293 GC-B cells, cGMP TR-FRET, EC30 CNP. actives 0.11% (n = 370,000). 0% at EC30 CNP, 100% saturating CNP. Atrial natriuretic peptide receptor 2 (Homo sapiens), P20594. activation, % at 10 µM;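 active means activation at 10 µM reaching about 35% in either raw or pattern-adjusted values, limit read from the data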
# Target sequence (P20594 whole entry, looked up): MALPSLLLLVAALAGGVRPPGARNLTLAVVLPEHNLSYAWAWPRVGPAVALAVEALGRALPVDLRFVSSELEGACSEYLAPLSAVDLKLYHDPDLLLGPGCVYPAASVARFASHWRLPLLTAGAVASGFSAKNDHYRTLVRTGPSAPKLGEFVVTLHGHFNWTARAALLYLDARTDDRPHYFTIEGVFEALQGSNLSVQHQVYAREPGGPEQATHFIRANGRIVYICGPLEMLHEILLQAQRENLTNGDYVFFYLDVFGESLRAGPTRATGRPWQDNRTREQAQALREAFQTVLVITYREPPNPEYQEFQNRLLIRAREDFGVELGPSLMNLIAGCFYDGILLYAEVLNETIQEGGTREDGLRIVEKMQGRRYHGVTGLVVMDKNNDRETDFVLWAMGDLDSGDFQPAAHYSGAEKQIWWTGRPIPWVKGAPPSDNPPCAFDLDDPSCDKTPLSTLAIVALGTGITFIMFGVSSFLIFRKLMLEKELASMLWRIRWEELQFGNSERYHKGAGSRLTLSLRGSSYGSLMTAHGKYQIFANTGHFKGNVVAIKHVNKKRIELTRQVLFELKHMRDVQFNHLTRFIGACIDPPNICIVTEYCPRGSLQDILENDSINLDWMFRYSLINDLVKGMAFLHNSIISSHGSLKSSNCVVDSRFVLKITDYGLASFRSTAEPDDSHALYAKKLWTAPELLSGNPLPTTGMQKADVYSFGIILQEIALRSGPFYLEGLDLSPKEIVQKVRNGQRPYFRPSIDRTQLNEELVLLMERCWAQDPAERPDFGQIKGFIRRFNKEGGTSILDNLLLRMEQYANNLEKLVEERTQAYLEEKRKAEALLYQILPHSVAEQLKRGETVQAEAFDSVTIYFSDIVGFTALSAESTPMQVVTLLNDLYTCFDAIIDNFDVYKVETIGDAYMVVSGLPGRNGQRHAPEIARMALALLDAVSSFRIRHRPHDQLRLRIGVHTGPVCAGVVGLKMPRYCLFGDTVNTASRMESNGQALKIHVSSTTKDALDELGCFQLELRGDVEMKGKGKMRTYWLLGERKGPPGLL
# * = called active by the depositor; · = not tested or not shown.
SMILES	PG9 Ab binder	HTRA1 inh	SMARCA2 activ	rCAG binder	NR1D1 modulator	ASAP1 GAP inh	ARFGAP1 inhibitor	ABHD4 inh	NPR1 activator	GC-B act
O=Cc1ccc2oc3nc4n(c(=O)c3c(=O)c2c1)CCCS4	-1.1	-4	4	18	-21	10	8	-14	-4	-3
N#Cc1cccc(-n2nnnc2-c2ccccn2)c1	-1.3	3	-2	0	0	-4	-5	3	1	-1
O=C(O)CC1SC(=Nc2cccc(O)c2)NC1=O (configuration not stated)	1.8	4	0	-1	-4	-9	-3	-6	3	2
Cc1c(Br)c([N+](=O)[O-])nn1C(C)C(=O)NCc1cccnc1 (configuration not stated)	-2.0	4	-3	3	-2	6	-5	2	1	2
COCCCNC(=O)C(C)N1c2cccc3cccc(c23)S1(=O)=O (configuration not stated)	-0.6	2	-2	3	-3	-6	8	-1	-1	0
COc1ccc(OCC(=O)NNC(=O)Cn2c(=O)cnc3ccccc32)cc1	-1.5	12	0	2	-5	15	-5	5	2	6
CC1=CC(=O)C(C(C)=Nc2ccccc2[N+](=O)[O-])C(=O)O1 (configuration not stated)	0.4	3	5	1	0	-10	-8	7	2	3
O=S(=O)(c1ccc2c(c1)OCCO2)N1CCC(c2nc3ccccc3s2)CC1	1.0	1	-1	2	-2	11	-1	1	-4	1
CCOc1nc(Nc2ccc(OC)cc2)nc(N2CCOCC2)n1	0.4	6	-3	-1	5	10	1	0	2	1
CN(C)S(=O)(=O)NC(c1ccccc1)c1ccccc1	1.7	-14	-5	0	0	12	8	-2	0	0
CCN=C1SC(CC(=O)Nc2ccc3c(c2)OCO3)C(=O)N1CC (configuration not stated)	0.6	-2	2	0	2	6	-1	-2	3	-2
O=C(NCCN1CCC(n2c(=O)[nH]c3ccccc32)CC1)c1ccc(C(F)(F)F)cc1C(F)(F)F	0.4	·	-9	-2	4	-11	-4	9	1	0
COc1ccc(CC(=O)NCc2n[nH]c(=S)n2-c2ccccc2)cc1	1.4	2	-3	2	-6	6	-1	1	3	-3
CCOC(=O)c1ccc(OCC2NCCc3cc(OC)c(OC)cc32)cc1 (configuration not stated)	0.8	-4	-1	-5	0	3	-5	-7	6	-1
Cc1nnsc1-c1nnc(SCC(=O)c2ccc(F)cc2)n1C1CC1	0.3	3	-7	0	0	-12	-3	-4	-5	-6
O=C(c1ccc(Cl)cc1Cl)N1CCOCC1	-1.4	6	2	0	1	-12	7	-2	0	4
Cc1nc(NC(=O)C2CC2)sc1C(=O)Nc1cccc(Cl)c1	-0.1	-48	0	3	11	3	-2	-7	0	-1
CCOC(=O)C1CCCN(c2cc(=O)n(C3CCCCC3)c(=O)[nH]2)C1 (configuration not stated)	-1.9	1	0	-3	3	-17	-4	0	0	0
CCc1ccc(NC(=O)N(Cc2ccco2)C(C)c2cccs2)cc1 (configuration not stated)	-1.9	-25	-2	-2	5	12	-8	-5	-2	1
Fc1ccccc1-c1csc(=Nc2cccnc2)n1CC1CCCO1 (configuration not stated)	-1.4	-2	-3	-5	-2	9	-3	7	-2	-2
CCNC(=O)NC(=O)CSc1ccc(S(=O)(=O)N(C)C2CCCCC2)cn1	0.3	4	-4	2	4	10	15	3	-3	-3
O=C(Cn1cccc1C(=O)c1ccccc1)NCCCc1ccccc1	0.6	2	-1	-5	4	-2	7	1	1	-2
CCCc1cc(=O)[nH]c(SCC(=O)Nc2ccc(C)c(S(=O)(=O)N3CCCCC3)c2)n1	1.8	-8	-4	42*	0	-2	1	1	0	-2
COc1ccc(C(=O)C2CCCN(C(=O)c3n[nH]c4c3CCCC4)C2)cc1OC (configuration not stated)	-0.2	2	-1	-9	-1	13	8	1	3	1
Cc1noc(/C=C/N(C)C)c1S(=O)(=O)N(C)Cc1ccc(F)cc1	0.7	-38	-4	19	-1	-1	4	-7	0	1
COC(CNC(=O)C1CCC(CNS(=O)(=O)c2c(C)cc(C)cc2C)CC1)OC (configuration not stated)	0.3	-3	4	-10	2	-1	1	-2	3	7
Nc1nc(SCC(=O)NCCC(c2ccccc2)c2ccccc2)n[nH]1	0.2	1	-3	-1	-4	-2	16	-1	1	2
O=C(N/N=C/c1ccco1)c1ccc(OCc2ccccc2)cc1	0.0	-19	0	3	-3	0	-2	-12	-1	-3
COCCCN1C(=O)c2ccc(C(=O)Nc3ccccc3OC)cc2C1=O	0.5	-6	3	-3	1	8	12	2	-2	4
O=C(NC(=S)Nc1ccccc1O)c1ccccc1Cl	-3.1	-17	3	0	2	-5	-9	-16	-2	-1
Cc1ccc(NC(=O)N2CCCC2C(=O)NCC2CCCO2)cc1 (configuration not stated)	-0.9	7	0	1	-5	-4	4	-6	4	2
COc1ccc(CCNC(=O)c2ccccc2-c2ccccc2C(=O)O)cc1OC	-1.8	4	-3	0	-2	5	-1	3	-3	4
O=C(O)c1ccccc1-c1ccccc1C(=O)Nc1ccccc1Br	-1.7	3	-1	2	-5	7	10	6	1	0
O=C(/C=C/c1ccco1)NCC(=O)N/N=C/c1ccccc1[N+](=O)[O-]	-2.5	4	2	4	8	-12	9	-1	-2	-5
O=C(Nc1cccc(Br)c1)OC1CC2CC1[C@H]1CCCCN1[C@H]2Cc1ccccc1 (some centres not stated)	·	·	-2	6	3	·	·	-3	-7	-6
CCOc1ccc(-c2cccc(NC(=O)c3ccco3)c2)nn1	-0.2	-4	3	6	-4	-7	22	-1	-1	-3
CCCOc1cccc(NC(=O)c2c(-c3ccccc3)noc2C)c1	0.0	-26	4	0	5	-8	1	-10	1	3
C=CCn1c(SCC(=O)NC(=O)NCCC)nnc1C1CCCCC1	-0.6	5	-1	-8	-10	15	-1	3	6	3
Cc1ccc(NN=Nc2nc3c([nH]2)c(=O)n(C)c(=O)n3C)cc1	0.0	6	-1	-1	2	2	3	7	-3	-6
CN1CCN(c2ccccc2NC(=O)c2ccc(-c3ccccc3[N+](=O)[O-])o2)CC1	-3.1	-6	3	-7	-2	1	2	9	1	-2
CCC[C@H]1[C@@H](NC(=S)Nc2ccccc2Cl)CC[C@@]23CCCN2C(=O)CCC[C@@H]13	·	·	·	·	1	·	·	1	-12	-9
COc1ccccc1NC(=O)COc1ccc(-c2nn(C)c(=O)c3ccccc23)cc1	2.1	7	-4	1	7	11	0	-5	1	-1
COc1ccc(CNC(=O)C2CC=CCC2C(=O)O)cc1OC (configuration not stated)	1.9	1	-2	7	-5	9	8	-5	1	5
Cc1cc(Br)ccc1NC(=O)CNC(=O)Cc1ccc(S(=O)(=O)N2CCOCC2)s1	-1.5	5	-2	8	3	4	-3	1	-2	2
Cc1cccc(OCCCC(=O)NC2CCCCC2)c1	0.2	-1	3	-3	2	-3	5	2	-4	-1

# Four structures already listed, ordered by heavy-atom count, high to low:
SMILES	PG9 Ab binder	HTRA1 inh	SMARCA2 activ	rCAG binder	NR1D1 modulator	ASAP1 GAP inh	ARFGAP1 inhibitor	ABHD4 inh	NPR1 activator	GC-B act
COc1ccccc1NC(=O)COc1ccc(-c2nn(C)c(=O)c3ccccc23)cc1	2.1	7	-4	1	7	11	0	-5	1	-1
CN1CCN(c2ccccc2NC(=O)c2ccc(-c3ccccc3[N+](=O)[O-])o2)CC1	-3.1	-6	3	-7	-2	1	2	9	1	-2
CCCOc1cccc(NC(=O)c2c(-c3ccccc3)noc2C)c1	0.0	-26	4	0	5	-8	1	-10	1	3
CCOc1ccc(-c2cccc(NC(=O)c3ccco3)c2)nn1	-0.2	-4	3	6	-4	-7	22	-1	-1	-3

# Other compounds:
SMILES	PG9 Ab binder	HTRA1 inh	SMARCA2 activ	rCAG binder	NR1D1 modulator	ASAP1 GAP inh	ARFGAP1 inhibitor	ABHD4 inh	NPR1 activator	GC-B act
COc1cc(C2C3=C(COC3=O)OC(C)(C)Oc3cc4c(cc32)OCO4)cc(OC)c1OC (configuration not stated)	-0.6	5	4	2	5	-11	9	5	-11	1
Cn1cnc([N+](=O)[O-])c1S(=O)(=O)Oc1ccc(Cl)cc1	0.8	4	-1	0	-2	-12	2	-3	-2	5
C=CC[C@H]1CC(C)=C[C@H](CC=C)N1C(=O)c1cc(COc2ccccc2SC)on1	-3.0	-33	-3	3	-2	-15	7	-15	0	-4
COc1ccc(NC(=O)CSc2nc(N)c(NC(=O)c3ccccc3F)c(=O)[nH]2)cc1	-3.9	5	4	0	1	-5	-7	5	2	0
O=C(Nc1ccc(-c2csc(-c3ccccc3)n2)cc1)c1ccccc1	-0.2	-16	0	2	8	-17	13	-9	-3	-6
O=C(Nc1ccccc1N1CCOCC1)c1cc(F)cc(F)c1	0.1	5	-2	-5	-7	7	1	1	1	1
CCOC(=O)N1CCC(NC(=O)c2ccc3c(c2)N(Cc2ccccc2)CCS3)CC1	0.6	-10	-1	1	1	-11	9	1	1	1
CCOC(=O)c1ccc2c(c1)C1C=CCC1C(C(=O)OCC)N2 (configuration not stated)	-0.8	44*	-4	47*	7	-7	-2	35*	0	-3
Cc1cc(C)nc(Sc2c(F)c(F)c(C(F)(F)F)c(F)c2F)n1	2.3	-3	2	0	-2	-2	14	8	-5	-1
C[C@H](CO)N1C[C@H](C)[C@@H](CN(C)C(=O)Nc2ccc(C(F)(F)F)cc2)Oc2c(NC(=O)CCC(F)(F)F)cccc2C1=O	-1.6	-14	-1	4	2	11	-2	-9	0	6
COc1cc(C(=S)N2CCOCC2)ccc1OC(=O)c1ccccc1	0.5	8	-3	-4	-2	4	3	0	-1	0
Cc1ccccc1N1CCN(Cc2c[nH]c3ccccc23)CC1	-1.0	-6	-3	-4	2	2	-3	9	-5	0
S=C(NCCN1CCOCC1)Nc1ccc(Cl)cc1	0.1	4	2	0	-4	1	4	7	0	2
COC(=O)C1C2C=CC3(CN(CC4CCCO4)C(=O)C13)O2 (configuration not stated)	1.0	0	-3	3	0	1	-10	13	-1	1
CSc1nc2ccccc2n1CC(=O)Nc1c(C)cccc1C	-1.2	4	0	0	4	-7	11	2	-2	5
O=C(CNC(=O)c1ccc2c(c1)S(=O)(=O)N=C1CCCCCN12)Nc1ccc(F)c(F)c1	-2.7	5	1	6	-4	15	10	-2	2	-2
O=C(c1ccc(S(=O)(=O)N2CCCCC2)cc1)N1CCc2ccccc2C1	0.1	-1	-1	2	-1	7	5	7	2	1
